From PubChem
SDO1 yeast rescue = growth rescue of sdo1-depleted yeast, primary screen, S. cerevisiae, bone marrow failure model. S. cerevisiae sdo1-depleted JHY4D growth rescue, OD600 30 h; active compounds read high; pdr5 snq2 efflux-pump mutant strain. z-score at 10 µM. 140,000 tested, 0.21% active;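 active means z-score above 3 at both the 24 hr and the 30 hr optical density reads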;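 further: z-score against mean and SD of all compound wells on the same plate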
Insulin prom inh = inhibitors of insulin promoter-driven GFP, primary screen, imaging, TRM-6 cells (human fetal islet line), eGFP reporter, cell count. AID 1273, 2008. 130,000 tested, 0.9% active. reporter expression induced with tamoxifen. inhibition, % at 2 µM;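 active means inhibition above the mean plus 3 SD, with well images judged a real hit on visual review, cut at about 60% in these data, passing the limit was not always enough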
SDO1 yeast rescue Rescue 24 h = also measured in SDO1 yeast rescue; calls as there; z-score; S. cerevisiae sdo1-depleted JHY4D growth rescue, OD600; measured here: growth rescue at 24 h;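 0 is the plate mean of compound wells and units are plate SD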
Numbers without * were called inactive; nt = not tested or not shown; & = joins results of further samples. Random draw from the library, and some 0.99% of all compounds hit somewhere here.

SMILES	SDO1 yeast rescue	SDO1 yeast rescue Rescue 24 h	Insulin prom inh
COc1cccc(C(=O)NC(C)C(c2cccs2)N2CCN(C)CC2)c1 (stereo not drawn)	0.31	-0.9	nt
CC(C(=O)Nc1ccccc1)N1C(=O)c2ccccc2C1=O (stereo not drawn)	nt	nt	33
Cc1ccc(-c2nnc(N3CCCCC3)c3ccccc23)cc1S(=O)(=O)N1CCN(C)CC1	-2.1	-1.4	31
COc1ccc(C2CC(=O)c3cnc(N4CCN(Cc5ccccc5)CC4)nc3C2)cc1 (stereo not drawn)	-1.3	-1.1	-24
O=C(Cn1c(NCCCO)nc2ccccc21)c1ccc(Br)cc1	-0.97	-1.4	-50
Cc1ccc(C(=O)N2CCN(c3ccc([N+](=O)[O-])c(NCc4ccco4)c3)CC2)cc1	-0.09	0.08	17
C=CCn1c2ccccc2n2nc(C)c(=O)nc12	0.29	-0.16	81*
O=C(O)C1CCCN1S(=O)(=O)c1ccc(Cl)c(Cl)c1 (stereo not drawn)	0.53	0.05	nt
N#CC1=C(c2ccccc2)/C(=C/c2ccccc2)OC1=O	-2.4	-1.4	36
COc1ccc(Br)cc1/C=C/C(=O)c1ccc(NC(C)=O)cc1	-1.2	-1.2	nt
CC(/C=C/c1ccccc1)=N\NC(=O)CSc1ccccn1	-0.28	-0.22	-7
Cc1ccc(Cc2c(C)nc3nc(SCC(=O)NCc4ccco4)nn3c2C)cc1	-1.5	-0.97	7
CC(=O)Oc1ccc(C(=O)Nc2cc(C)ccc2NC(=O)COc2ccccc2)cc1	-0.7	-0.63	3
CN(CCC#N)C(=O)CSc1ncnc2sc(-c3ccccc3)cc12	-0.66	0.09	nt
CCOc1ccc(Br)cc1S(=O)(=O)Nc1ccc(NC(=O)c2ccccc2C)cc1	-0.49	0.89	21
Cc1ccc(O)c(NC2=C(Cl)C(=O)N(Cc3ccccc3)C2=O)c1	nt	nt	25
NC(=O)CC1NC(=O)c2cc([N+](=O)[O-])cc(I)c2OCCC(C(N)=O)NC(=O)[C@@H]2CCCN2C1=O (stereo partly drawn)	0.4	0.21	-50
Cc1ccc(OCc2nc(-c3ccc(-n4cccc4)cc3)no2)cc1C	0.57	0.01	nt
O=[N+]([O-])c1ccc(NCCNS(=O)(=O)c2ccccc2)c(C(F)(F)F)c1	-1.4	-0.08	-29
CCCn1c(=O)c2ccccc2n2c(SCCOc3ccc(Cl)cc3)nnc12	-1.4	-1.4	12
Cc1cc(NC(=O)CCNS(=O)(=O)c2cc(Br)cnc2N)ccc1Br	0.85	1.7	-33
COc1ccc(N(CCN2C(=O)c3ccccc3C2=O)C(=O)c2cccc([N+](=O)[O-])c2)cc1	-0.44	-0.06	nt
COc1ccc(-c2cc(C(=O)NCc3cccnc3)no2)cc1	0.55	0.08	nt
COc1ccc(NC(=O)C2CCN(C(=O)c3ccccc3)CC2)c(OC)c1	1.4	0.39	7
O=C(O)c1cnc(-c2ccccc2)nc1Sc1ccc(Cl)cc1	-0.55	-0.21	nt
COc1ccccc1NS(=O)(=O)c1ccc(NN=C2CCCCC2)c([N+](=O)[O-])c1	-0.08	-0.14	-36
N#C/C(=C\c1ccc(-c2cccc([N+](=O)[O-])c2)o1)c1nnc(N2CCOCC2)n1-c1ccccc1	nt	nt	-30
Cc1cc2cc(CNC(=O)Cc3ccc([N+](=O)[O-])cc3)ccc2[nH]1	nt	nt	43
Nc1nc(N)c2sc3nc(C(F)(F)F)cc(C(F)(F)F)c3c2n1	-1.1	-0.52	-38
Cc1cc(C)cc(CC(Cc2nc3ccccc3[nH]2)c2nc3ccccc3[nH]2)c1 (stereo not drawn)	-0.68	-0.17	4
CC(C)CSc1nc2c(c(=O)[nH]c(=O)n2C)n1CCc1ccccc1	-2.1	-1	nt
C(=NC12CN3CN(CN(C3)C1)C2)c1ccc2c(c1)OCO2	-0.33	-0.88	-55
O=C(O)c1cccc(-n2cccc2/C=N/O)c1	0.55	-0.67	nt
CN(C)S(=O)(=O)c1ccc(C(=O)Nc2ccc(S(=O)(=O)NC3=NCCCCC3)cc2)cc1	1.1	0.27	13
Cc1ccc(Cl)cc1N1CCN(C(=O)c2cccc3c(=O)c(C)c(-c4ccccc4)oc23)CC1	-0.48	-0.39	-39
CCOc1ccc(OCC)c(S(=O)(=O)NCc2ccc3c(c2)OCO3)c1	-0.67	-0.92	nt
COC(=O)Cc1[nH]n(-c2nc3ccccc3s2)c(=O)c1C(C)=O	0.16	-1.3	18
CCC(=O)c1ccc(OCC(O)CN(CCc2ccccc2)Cc2ccccc2)cc1 (stereo not drawn)	-2.2&-1.8	-0.98&-0.05	nt
CCOc1cc(/C=N/n2cnnc2)ccc1OC(=O)c1cccc([N+](=O)[O-])c1	-0.29	-0.64	-15
O=C(N/N=C\c1ccccc1OCc1ccccc1)c1ccco1	-1.1	-1	nt
CCOc1ccccc1C(=O)NN1C(=O)CCC1=O	0.65	0.66	42
CSc1nc(C)cc(C)c1C#N	0.58	0.1	-32
CCC(C)NC(=O)Cn1nc([N+](=O)[O-])c(Cl)c1C (stereo not drawn)	-0.06	-0.53	20
CC(C)NCc1c(O)c(Br)cc2oc3c(c12)CCCC3	-0.13	-0.09	-20
COC(=O)Nc1nnc(-c2ccncc2)s1	-0.09	-0.39	-433
Cc1cc(NCCCn2ccnc2)n2ncc(-c3ccc(Cl)cc3)c2n1	-2.1	-0.27	50
N#CC1=C(N)C(C#N)(C#N)[C@H](c2ccsc2)[C@H]2COCC=C12	0.43	0.89	18
COc1ccc(-c2nc3cccc(C)n3c2NCc2ccco2)cc1OC	-0.14	-0.23	0
O=C(O/N=C1/CCCc2occc21)c1ccccc1	0.84	0.12	-21
COc1cc(/C=N\NC(=O)OC(C)(C)C)ccc1OC(=O)c1ccco1	nt	nt	11

Going on with the list.
SMILES	SDO1 yeast rescue	SDO1 yeast rescue Rescue 24 h	Insulin prom inh
COc1cc(C(=O)Nc2ccc3c(c2)OCCO3)c(-n2cnnn2)cc1OC	-0.56	-1.5	-73
Cc1nn(Cc2ccccc2)c2c1C(c1cccnc1)C(C#N)=C(N)O2 (stereo not drawn)	-0.04	-0.16	18
c1ccc(C2CCCN(Cc3nc(CC4CC4)no3)CC2)cc1 (stereo not drawn)	nt	nt	-4
O=C(CCCn1c(SCc2cccc(F)c2)nc2ccccc2c1=O)NCC1CCCO1 (stereo not drawn)	nt	nt	-80
Cc1ccc(CNC(=O)Cn2cnc3cc([N+](=O)[O-])ccc3c2=O)cc1	nt	nt	-35
Cn1c(CCNC(=O)c2cccs2)nnc1SCC(=O)Nc1nc(-c2ccccc2)cs1	-0.39	-0.99	-58
CS(=O)(=O)N1CCCC(C(=O)NCc2ccc(F)cc2)C1 (stereo not drawn)	-0.15	-1.2	-19
CCOC(=O)C(=NC(C)C)NNc1cc(Cl)ccc1Cl	-0.03	-0.01	-20
CCOC(=O)/C(=C\c1cccc(O)c1)c1nc2sc(C)c(C)c2c(=O)[nH]1	-0.34	-0.81	0
CCn1c(=O)cc(OCC(=O)Nc2ccc3c(c2)OCCO3)c2ccccc21	-1.1	-0.98	-100
O=C(c1ccc2c(c1)OCCO2)N1CCN(c2ccc([N+](=O)[O-])cc2)CC1	nt	nt	-7
Cc1cc(N(C)C)c(C#N)c(N2CCCCC2)n1	0.39	0.07	nt
Nc1ccc(C23CC4CC(CC(O)(C4)C2)C3)cc1	0.31	0.15	-74
COc1ccc(CCC(=O)Nc2nc(-c3ccncc3)cs2)cc1	nt	nt	0
Brc1ccc(-c2csc(-c3ccncc3)n2)cc1	-1.3	0.45	7
Cc1ccccc1NC(=O)c1onc2c1CCCC2	-0.42	-0.36	nt
O=C(c1ccc(Cl)cc1Cl)N1CCC(c2nc3c(nnn3Cc3ccco3)c(=O)[nH]2)CC1	0.08	0.43	-64
CC1CCN(C(=O)c2cc(F)c(F)cc2Cl)CC1	0.53	0.3	31
O=C(Nc1ccccc1)c1ccc(N2CCN(c3ccccc3)CC2)c(S(=O)(=O)N2CCOCC2)c1	-0.57	-0.04	42
CCOC(=O)N1CCN(C(=O)CCCn2c(=O)[nH]c3ccccc3c2=O)CC1	-0.1	-0.54	nt
Cc1cc2cc(CN(Cc3ccco3)C(=S)NCC3CCCO3)c(=O)[nH]c2cc1C (stereo not drawn)	-0.53	-0.04	8
CCn1c(CC(=O)Nc2ccccc2)nnc1SCC(=O)Nc1ccccc1C(=O)OC	-0.54	-0.99	8
CCN(C(=S)NCc1ccccc1)c1cccc2ccccc12	nt	nt	-20
COc1ccc(C2Nc3ccccc3C(=O)N2NS(=O)(=O)c2ccc(C)cc2)cc1 (stereo not drawn)	nt	nt	-17
COc1ccc(C(=O)CSc2nnc(NC(=O)C3CC(=O)N(c4ccccc4C)C3)s2)cc1 (stereo not drawn)	-0.81	0.27	nt
O=C(COc1ccccc1)N1CCN=C1SCc1cccnc1	2.5	0.64	nt
CCCC(=O)NC(C)c1nc2ccccc2[nH]1 (stereo not drawn)	0.56	0.11	nt
CC(=O)COc1ccc2c(-c3cccc([N+](=O)[O-])c3)cc(=O)oc2c1	nt	nt	46
CCOC(=O)c1cc(-c2cccc([N+](=O)[O-])c2)nc2[nH]c(=O)[nH]c(=O)c12	nt	nt	33
O=C(c1ccc([N+](=O)[O-])cc1)N1CCc2ccccc2C1	-0.38	-0.09	27

Full records, quoted from the list. Order of screens: SDO1 yeast rescue | SDO1 yeast rescue Rescue 24 h | Insulin prom inh
Listed for Cc1ccc(C(=O)N2CCN(c3ccc([N+](=O)[O-])c(NCc4ccco4)c3)CC2)cc1 → -0.09 | 0.08 | 17
Listed for Cc1cc2cc(CN(Cc3ccco3)C(=S)NCC3CCCO3)c(=O)[nH]c2cc1C (stereo not drawn) → -0.53 | -0.04 | 8
Listed for COc1ccc(N(CCN2C(=O)c3ccccc3C2=O)C(=O)c2cccc([N+](=O)[O-])c2)cc1 → -0.44 | -0.06 | nt
Listed for Cc1cc(N(C)C)c(C#N)c(N2CCCCC2)n1 → 0.39 | 0.07 | nt
Listed for CC(C)CSc1nc2c(c(=O)[nH]c(=O)n2C)n1CCc1ccccc1 → -2.1 | -1 | nt

At a glance, 5 of the compounds above:
SMILES	SDO1 yeast rescue	SDO1 yeast rescue Rescue 24 h	Insulin prom inh
Cc1cc2cc(CN(Cc3ccco3)C(=S)NCC3CCCO3)c(=O)[nH]c2cc1C (stereo not drawn)	-0.53	-0.04	8
CCn1c(CC(=O)Nc2ccccc2)nnc1SCC(=O)Nc1ccccc1C(=O)OC	-0.54	-0.99	8
CCN(C(=S)NCc1ccccc1)c1cccc2ccccc12	nt	nt	-20
COc1ccc(C2Nc3ccccc3C(=O)N2NS(=O)(=O)c2ccc(C)cc2)cc1 (stereo not drawn)	nt	nt	-17
COc1ccc(C(=O)CSc2nnc(NC(=O)C3CC(=O)N(c4ccccc4C)C3)s2)cc1 (stereo not drawn)	-0.81	0.27	nt

(continued)
SMILES	SDO1 yeast rescue	SDO1 yeast rescue Rescue 24 h	Insulin prom inh
O=C(CSCCO)Nc1cc(C(F)(F)F)ccc1Cl	1.2	0.89	-310
CCc1nnc(NC(=O)CSc2nnc(-c3ccncc3)n2Cc2ccccc2)s1	-1.3	-1.8	45
C=CCn1c(SCC(=O)Nc2ccc(NC(=O)c3ccco3)c(OC)c2)nnc1-c1ccncc1	0.28	-0.5	nt
CCC(C)NS(=O)(=O)c1ccc(NC(=O)Cc2ccc(OC)cc2)cc1 (stereo not drawn)	nt	nt	-14
Cc1ccc(NC(=O)CCC(=O)OCC(F)(F)C(F)F)cc1	0.54	-0.36	-81
CCC(C)C(N)C(=O)NC(CCC(=O)OCc1ccccc1)C(N)=O (stereo not drawn)	1.1	0.72	0
CC(C)n1c(O)c(N=NC(=O)c2ccccc2NS(=O)(=O)c2cccs2)c2ccccc21	0.09	1	nt
Cc1ccc(C(=O)NCC2CCCO2)o1 (stereo not drawn)	0.85	-0.45	59
Cc1ccc(S(=O)(=O)N2CCN(C)CC2)c(C)c1N(C)S(=O)(=O)c1ccc(Cl)cc1	-0.74	-0.38	-31
CC1(C)C(=O)OC(c2cccs2)C2(CCCCC2)C1=O (stereo not drawn)	0.24	0.37	nt
Cn1nnnc1SCc1ccc(F)cc1	0.8	0.12	nt
CCOC(=O)C1C(c2cccc(Cl)c2Cl)NC(=O)NC1(O)C(F)(F)F (stereo not drawn)	2.1	1.8	-50
C/C(N)=C(/C#N)C(=O)CSc1nc2ccccc2c(=O)n1-c1ccc(C)c(Cl)c1	-0.8	-0.49	20
O=C(CCn1nnc2ccccc21)N1CCC(O)(c2cccc(F)c2)CC1	0.59	0.31	-30
Cc1cc(NC(=O)CSc2nc3sc(C)c(C)c3c(=O)n2C2CCCC2)no1	0.93	3.1	-21
Cc1ccc(S(=O)(=O)N2CCOCC2)cc1C(=O)Nc1ccccn1	0.39	0.51	-26
O=C(Cn1c(C(=O)NCc2ccco2)cc2sccc21)c1ccccc1	-1.4	0.29	nt
COC(=O)c1[nH]c2ccccc2c1NC(=O)/C=C/c1ccc2c(c1)OCO2	-1.6	-1.6	nt
CCC1(C)Cc2c(sc3nc(NC)n(C)c(=O)c23)CO1 (stereo not drawn)	0.34	0.58	0
C=CCn1c(SCC(=O)Nc2ccc3c(c2)OCO3)nnc1-c1ccccc1O	-0.1	-0.14	-14
O=C(/C=C1\NCC2c3ccccc3CCN2C1=O)c1ccccc1 (stereo not drawn)	-1.2	-0.51	nt
Cn1c(=O)n(C)c2cc(CNc3ccc(N4CCOCC4)c(C(=O)O)c3)ccc21	0.87	0.89	-3
CNC(=O)/C(C#N)=C/c1ccc(-c2ccc(Cl)cc2)o1	nt	nt	41
CCCCOC(=O)CSc1n[nH]c(=O)[nH]c1=O	2	1.8	79*
CSc1nc(N)c(C#N)c(-c2ccc(Cl)cc2)c1C#N	-1.7	-1.3	nt
Cc1cccc(NC(=O)CSc2nnc(-c3cnccn3)n2Cc2ccco2)c1	-0.14	-0.06	-43
CCOc1ccccc1NC(=S)NCc1ccco1	-0.26	-0.46	-21
